Apoferritin bind: qHTS Assay for Identification of Novel General Anesthetics. Ferritin light chain (Equus caballus), P02791. apoferritin/1-aminoanthracene competitive binding, fluorescence. Potency, µM (titrated, usually from 77.5 µM), for the others: at the highest dose activity change, negative = displacement, hits mostly inhibitors. hit rate 0.074% among 350,000. AID 485281, 2010; also: potency is read from the fitted curve at half-maximal effect; % is scaled to controls: 0 for no effect and ±100 for the full control effect; nearly all actives have a fitted effect of over 20% in size
Target sequence (P02791 2-175 limits assumed): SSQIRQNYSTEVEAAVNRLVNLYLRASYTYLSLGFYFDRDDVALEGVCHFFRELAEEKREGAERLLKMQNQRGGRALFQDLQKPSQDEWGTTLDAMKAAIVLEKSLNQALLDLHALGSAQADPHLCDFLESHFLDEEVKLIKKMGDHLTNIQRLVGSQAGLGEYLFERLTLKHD
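Horse-spleen apoferritin (10 uM) was mixed with 50% saturated 1-aminoanthracene in PBS, exposed to compounds for 10 min at room temperature, and read for fluorescence (ex 380 nm, em 535 nm). Competitive displacement was fitted with a four-parameter Hill equation.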
POLH inh: qHTS for Inhibitors of Polymerase Eta; DNA polymerase eta (Homo sapiens), Q9Y253; recombinant Pol eta, fluorescent DNA replication assay; Potency, µM (doses to about 114 µM), for inactives: top-dose activity change, negative = inhibition, hits mostly inhibitors; hit rate 1.2% among 390,000; also: potency is read from the fitted curve at half-maximal effect; % is scaled to controls: 0 for no effect and ±100 for the full control effect
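Pol eta at 10 nM preincubated with compounds 15 min at room temperature; reaction started with fluorescent substrate (50 nM final) and read kinetically at 0 and 10 min.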
LDHA inh: qHTS assay for inhibitors of human lactate dehydrogenase; hit rate 0.15% among 480,000; AID 1347041, 2019; activity change, % (values are at about 110 or 230 µM); purified LDHA, NADH/diaphorase-resazurin fluorescence; active compounds read low; in the data active = activity change below about -30%; inconclusive = mostly about -25% to -30%;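 also: plate controls were DMSO wells for no effect and wells without enzyme for full effect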
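Resorufin fluorescence (ex540/em590), read at 0 and 20 min after diaphorase/resazurin addition, reports the NADH left after a 5 min room-temperature reaction of 2 nM human LDH5 with 0.06 mM NADH and 0.2 mM pyruvate.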
Pol beta inh: qHTS Assay for Inhibitors of DNA Polymerase Beta. AID 485314, 2010. hit rate 1.3% among 340,000. P06746. Potency, µM (series often up to 114 µM), without a hit: at the highest dose activity change, negative = inhibition, actives largely listed as inhibitors. Pol beta primer extension/strand displacement, fluorescence kinetic; also: potency is read from the fitted curve at half-maximal effect; % is scaled to controls: 0 for no effect and ±100 for the full control effect
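Pol beta (10 nM) and compounds were preincubated 15 min at room temperature, then 50 nM substrate (final) started primer extension/strand displacement. Reads were taken at 0 and 10 min; concentration-response data were fitted to a four-parameter Hill equation.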
Pol iota inh: qHTS for Inhibitors of Polymerase Iota | DNA polymerase iota (Homo sapiens), Q9UNA4 | Pol iota fluorescent replication assay, 10 min | Potency, µM (doses to about 115 µM), inactives show top-dose activity, negative = inhibition, actives largely listed as inhibitors | hit rate 1% among 390,000 | AID 588590, 2011; also: potency is read from the fitted curve at half-maximal effect
Target sequence (Q9UNA4 whole entry, looked up): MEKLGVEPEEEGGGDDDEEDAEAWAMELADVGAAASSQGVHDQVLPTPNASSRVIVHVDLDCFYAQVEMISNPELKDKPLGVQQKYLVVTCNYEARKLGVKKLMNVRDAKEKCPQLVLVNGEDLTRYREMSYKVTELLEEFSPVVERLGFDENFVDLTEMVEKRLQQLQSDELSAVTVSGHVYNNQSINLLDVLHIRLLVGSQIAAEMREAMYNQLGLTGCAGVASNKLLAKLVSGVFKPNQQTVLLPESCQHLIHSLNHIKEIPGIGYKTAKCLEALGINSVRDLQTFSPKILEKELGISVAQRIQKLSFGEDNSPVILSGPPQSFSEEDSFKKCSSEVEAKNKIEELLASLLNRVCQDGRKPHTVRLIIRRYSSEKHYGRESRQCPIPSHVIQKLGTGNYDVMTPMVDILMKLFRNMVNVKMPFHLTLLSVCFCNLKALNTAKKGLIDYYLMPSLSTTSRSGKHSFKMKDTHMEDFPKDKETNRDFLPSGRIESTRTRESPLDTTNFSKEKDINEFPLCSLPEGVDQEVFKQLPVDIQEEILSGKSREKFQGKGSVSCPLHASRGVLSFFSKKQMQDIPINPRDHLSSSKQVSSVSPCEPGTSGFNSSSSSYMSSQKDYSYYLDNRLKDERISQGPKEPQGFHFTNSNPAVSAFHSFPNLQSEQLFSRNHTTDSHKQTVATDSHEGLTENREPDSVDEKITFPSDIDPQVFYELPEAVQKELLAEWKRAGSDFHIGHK
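Fluorescent replication assay read twice, at 0 min and 10 min after adding 50 nM (final) substrate. Enzyme (10 nM) and compounds were first incubated 15 min at room temperature; enzyme-free buffer wells were negative controls.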
Glioma ERSR ind: qHTS for Inducers of the Endoplasmic Reticulum Stress Response (ERSR) in Human Glioma: qHTS; U87-MG GRP78 promoter luciferase reporter, 16 h; hit rate 0.02% among 420,000; Potency, µM, for inactives: top-dose activation, actives largely listed as activators; also: potency is read from the fitted curve at half-maximal effect; series mostly up to about 76 µM; % of control where 0% means no effect; nearly all actives have a fitted effect of over 35% in size
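ERSR induction read as luciferase luminescence (Bright-Glo, 10 min at room temperature) in stably transfected human U87-MG glioma cells exposed to compounds for 16 h, using GRP78 as sensor.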
APE1 inh: qHTS Assay for Inhibitors of the Human Apurinic/apyrimidinic Endonuclease 1 (APE1); DNA repair nuclease/redox regulator APEX1 (Homo sapiens), P27695; recombinant APE1, TAMRA/BHQ-2 abasic DNA cleavage fluorescence; Potency, µM (titrated, usually from 65.8 µM), for inactives: at the top dose activity change, negative = inhibition, hits mostly inhibitors; hit rate 0.35% among 350,000; AID 2517, 2012;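 also: potency is read from the fitted curve at half-maximal effect; plate controls were vehicle for no effect and reference inhibitor for full effect; nearly all actives have a fitted effect of over 55% in size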
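Enzyme (0.75 nM final) and test compound are incubated 15 min at room temperature before adding 50 nM quenched THF abasic-site duplex. Cleavage dequenches TAMRA, followed at 525/598 nm over three reads one minute apart.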
BLM helicase inh: qHTS Assay for Inhibitors of Bloom's syndrome helicase (BLM) | recombinant BLM DNA unwinding, fluorescence dequenching | Potency, µM (top dose mostly 56.1 µM), for the others: top-dose activity change, negative = inhibition, usual class: inhibitors | RecQ-like DNA helicase BLM (Homo sapiens), P54132 | AID 2528, 2010 | hit rate 0.2% among 350,000;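 also: potency is read from the fitted curve at half-maximal effect; plate controls were vehicle for no effect and no enzyme for full effect; nearly all actives have a fitted effect of over 35% in size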
Pol kappa inh: qHTS for Inhibitors of Polymerase Kappa; purified Pol kappa, fluorescent DNA synthesis assay, 10 min; Potency, µM (titrated, usually from 107 µM), for inactives: at the top dose activity, negative = inhibition, usual class: inhibitors; hit rate 0.53% among 400,000; AID 588579, 2011; also: potency is read from the fitted curve at half-maximal effect; % is scaled to controls: 0 for no effect and ±100 for the full control effect
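10 nM Pol kappa preincubated 15 min at room temperature with compounds, then reaction started with substrate at 50 nM final. Fluorescence read kinetically at 0 and 10 min; buffer-only wells served as negative control.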
Active calls of the source: *; ? = inconclusive; · = no result given; & = joins results of further samples; [ ] = remark or other dose. Unless noted, calls follow the shape of the dose curve; as a rule, active = well fitted curve in the direction sought with a large enough effect; inconclusive = small, poorly fitted or top-dose-only effect, or another doubt; inactive = no such curve, though single readings can be large; an effect the other way counts as inactive or inconclusive. An excerpt, so the mix of outcomes need not match the whole.

Apoferritin bind,POLH inh,LDHA inh,Pol beta inh,Pol iota inh,Glioma ERSR ind,APE1 inh,compound,BLM helicase inh,Pol kappa inh
8%,-13%,-10,-17%,?,0%,·,O=C(CN1C(=O)CCc2cc(S(=O)(=O)N3CCCCC3)ccc21)NCc1ccc(Cl)cc1,-1%,-7%[60.1 µM]
·,-3%,-1,·,12%,-2%,8%,Cc1c(NC(=O)c2cccc(NC(=O)Cc3ccccc3F)c2)c(=O)n(-c2ccccc2)n1C,·,-15%
-4%,-11%,-1,-16%,25%,-4%,12%,Cc1cc(C)cc(NC(=S)N2CCN(C(=O)c3ccco3)CC2)c1,-5%,-4%
?,-8%,4,4%,-9%,0%,·,CCSc1nnc2c(n1)OC(c1ccc(OCC(=O)O)cc1)Nc1ccccc1-2 (stereo unspecified),0%,-13%[60.1 µM]
?,-13%,0,?,8%,-3%,·,CCc1nn(CC(=O)NCC(C)c2ccccc2)c(=O)c2cc3occc3n12 (stereo unspecified),3%,-4%
-4%,-19%,-5,2%,15%,-1%,4%,CC1=C(C#N)C(Nc2cc(C)ccn2)(C(F)(F)F)C(=O)N1 (stereo unspecified),-3%,-14%
?,-15%,6,0%,39%[activator],3%,·,CCN(CCCNC(=O)c1cc2cc3cc(OC)ccc3nc2s1)c1ccccc1,-6%,17%
-7%,-1%,-7,-8%,21%,-4%,-12%,CC1CC(=O)N(CC(=O)NCc2ccc3c(c2)OCO3)c2ccccc2S1 (stereo unspecified),0%,-6%
-2%,3%,-1,-43%,3%,2%,·,COc1cc(NC(=O)c2cc(-c3cccc(OC)c3)n[nH]2)cc(OC)c1,-3%,-5%
·,-21%,-4,·,24%,1%,-4%,Cn1c(-c2ccsc2)c(-c2cccs2)c2cc(Br)ccc21,·,1%
5%,-7%,-2,24%,130%[activator],-1%,?,Cc1ccc(S(=O)(=O)/C(C#N)=C/c2c(N3CCCCC3)nc3ccccn3c2=O)cc1,-9%,-12%
-12%,8%,-2,-1%,0%,10%,-9%,COc1ccc(Cl)cc1C(=O)NNC(=S)NC(=O)c1cc(-c2ccc(Cl)cc2)nc2ccccc12,-1%,-6%
·,18µM*,-4,·,25µM*,-2%,-12%,Cc1cc(S(=O)(=O)Nc2nc(CN3CCOCC3)nc3sc4c(c23)CCC4)cc(C)c1C,·,?
-10%,-27%,3,-20%,-23%,-2%,?,N#CCC(CNc1ncc(C(F)(F)F)cc1Cl)OC(=O)c1cccc(C(F)(F)F)c1 (stereo unspecified),-17%,-14%
-7%,-11%,-7,-22%,16%,-1%,-1%,O=C(Cn1cncn1)NCc1cccc(C(F)(F)F)c1,-3%,6%
-5%,-12%,-2,0%,66%[activator],-4%,0%,CSc1ncc(CN2CCN(C3CCN(C(C)C)CC3)C(CCO)C2)cn1 (stereo unspecified),-3%,4%
-10%,-18%,-6,1%,11%,-1%,-1%,Cc1cc(Oc2nnnn2-c2ccccc2)ccc1Cl,-7%,-6%
-21%,-10%,-2,-22%,5%,-2%,-2%,Cc1cccc(Nc2nnc(SCc3cn4ccsc4n3)s2)c1,-4%,-18%
20%,-7%,-3,13%,5%,-3%,1%,CCN1CCN(Cc2c(O)ccc3c(=O)c(-c4ccc(OC)c(OC)c4)c(C)oc23)CC1,0%,-21%
·,-11%,-1,?,97%[activator],-2%,-10%,C/C(=N\NC(=O)CC#N)c1cc2ccc(O)cc2oc1=O,0%,-16%
-7%,-8%,-6,-1%,17%,-3%,-1%,Cn1c(=O)c2c(nc(SCC(=O)N3CCc4ccccc4C3)n2C)n(C)c1=O,-3%,-9%
-6%,-8%,-6,8%,180%[activator],5%,10%,CCOc1ccc(Cc2onc3c2C(=O)CCC3)cc1OCC,-2%,-2%
2%,-8%,-1,5%,71%[activator],-2%,-1%,CC(CCc1ccccc1)NC(=O)c1ccc(F)cc1 (stereo unspecified),6%,0%
-5%,-7%,-6,?,-17%,-2%,-3%,O=C(NNC(=O)C1CCN(S(=O)(=O)c2cccc(Cl)c2)CC1)C1CC1,1%,-4%
?,-7%,-1,4%,0%,1%,5%,COCn1c(-c2ccccc2)nc2ccccc21,-1%,-2%
-8%,-13%,-8,-12%,-6%,-3%,-8%,COC(=O)c1cccnc1-n1c(=O)c2cccnc2n(CC(=O)Nc2ccc(Br)cc2)c1=O,-6%,-8%
·,0%,-4,·,49%[activator],-4%,0%,CCOC(=O)N1CCN(C(=O)COC(=O)COc2c(C)cc(C)cc2C)CC1,·,-16%
-4%,-7%,-15,1%,-5%,-5%,·,Cc1nn(CCCC(=O)NCc2ccc(OC(C)C)cc2)c(=O)c2c1sc1ccccc12,-7%,-9%
-2%,-13%,-3,-19%,171%[activator],-3%,14%,S=C1NC2=C(CCC/C2=C\c2ccc(Cl)cc2)C(c2ccc(Cl)cc2)N1 (stereo unspecified),4%,-6%
?,-8%,-3,0%,4%,2%,1%,COc1ccccc1CC(=O)Nc1ccc2c(c1)CCC2,-2%,-17%
3%,-14%,-6,2%,-18%,10%,-1%,COc1ccc(/C(N)=N/OC(=O)Cc2ccc(C)cc2)cc1OC,-3%,-14%
-10%,-8%,-1,-15%,3%,0%,3%,CCOC(=O)[C@@H]1[C@H]2COc3cc(OC)ccc3[C@H]2N2C(=O)N(c3cccc(Cl)c3)C(=O)[C@]12C,-2%,9%
16%,-20%,-7,9%,-15%,1%,3%,COc1ccccc1-c1nc(C(=O)NCC2CCCO2)cc2c1[nH]c1ccccc12 (stereo unspecified),-7%,-10%
-2%,-9%,-5,14%,142%[activator],3%,-13%,O=C(O)COc1ccc(/C=N/O)cc1Br,-3%,-10%
?,-7%,15,40%[activator],9%,-3%,9%,CC(=O)OCCNc1cc(SC(C)C)c2nonc2c1[N+](=O)[O-],-6%,1%
-15%,-5%,-5,3%,-21%,-5%,-17%,COc1ccc(CCNS(=O)(=O)c2ccc3c(c2)NC(=O)C(C)S3)cc1OC (stereo unspecified),-1%,-2%
-11%,-3%,-6,-1%,15%,-3%,26%,O=C(NN1C(=O)C2C(c3ccccc3)C=CC(c3ccccc3)C2C1=O)c1ccncc1 (stereo unspecified),1%,3%
1%,-5%,-3,7%,105%[activator],-1%,18%,NC(=O)C[n+]1cccc(CNC(=O)c2ccc(OC(F)F)cc2)c1,-5%,-1%
-6%,-12%,-2,2%,2%,2%,-2%,COc1ccc(OC)c(CNn2c(-c3cccc(C)c3)nc3ccccc3c2=O)c1,-5%,-16%
-5%,3%,-1,5%,14%,-4%,-3%,O=C(CN(C(=O)Cn1nnc(-c2ccc(F)cc2)n1)C1CCCC1)NC1CCCC1,2%,-10%

Part of the list above, as tab-separated lines.
SMILES	Apoferritin bind	POLH inh	LDHA inh	Pol beta inh	Pol iota inh	Glioma ERSR ind	APE1 inh	BLM helicase inh	Pol kappa inh
O=C(O)COc1ccc(/C=N/O)cc1Br	-2%	-9%	-5	14%	142%[activator]	3%	-13%	-3%	-10%
S=C1NC2=C(CCC/C2=C\c2ccc(Cl)cc2)C(c2ccc(Cl)cc2)N1 (stereo unspecified)	-2%	-13%	-3	-19%	171%[activator]	-3%	14%	4%	-6%

The results go on:
Apoferritin bind,POLH inh,LDHA inh,Pol beta inh,Pol iota inh,Glioma ERSR ind,APE1 inh,compound,BLM helicase inh,Pol kappa inh
79%[activator],0%,-3,-11%,34%[activator],-6%,-7%,N#CCCN(Cc1cccnc1)C(=S)NC1CC2C=CC1C2 (stereo unspecified),-4%,-12%
-4%,1%,-5,12%,1%,-5%,2%,Cc1ncsc1C(=O)N1CCCC(CNS(=O)(=O)c2cccs2)C1 (stereo unspecified),2%,-6%
·,-11%,9,·,-8%,5%,-4%,Cc1noc(C)c1COc1ccc(C(=O)NNC(=O)c2ccccc2O)cc1,·,8%
-7%,-6%,6,0%,115%[activator],-13%,0%,CC1CCCN(c2ccc3nc4ccccc4c(=O)n3n2)C1 (stereo unspecified),-7%,-13%
-10%,-13%,-1,7%,19%,-12%,26%,CCC(C)(C)NC(=S)Nc1ccc(-c2nc3ccc(C)cc3s2)cc1,-6%,-1%
-10%&-4%,-9%&-7%,-6&-8,1%&80%,-3%&11%,-1%&-3%,38%,COc1ccc(NC(=O)CN(C)S(=O)(=O)c2ccc3c(c2)c(=O)n(C)c(=O)n3C)cc1,3%&3%,-9%&-5%
?,-5%,3,0%,-4%,-4%,·,CCn1c(CNC(=O)C23CC4CC(CC(C4)C2)C3)nnc1SCC(=O)Nc1ccccc1,-1%,-2%
-21%,-1%,-5,-13%,?,-4%,-3%,CCOC(=O)c1cnc(SCC(=O)Nc2ccc3c(c2)OCCO3)nc1N,1%,-1%
-18%,-12%,-3,58%,45%[activator],-7%,-10%,Cn1c(CNC(=O)c2ccco2)nnc1SCC(=O)c1ccc(Br)cc1,0%,-13%
-1%,-21%,0,-12%,11%,-1%,·,Cc1cc(C)c(NC(=O)c2ccc3nc(C(C)C)oc3c2)c(C)c1,-1%,-14%[60.1 µM]
-11%,-19%,-3,0%,99%[activator],-6%,-1%,CCN(CC)Cc1c(C(=O)N2CCc3ccccc3C2)nc2ccc(Cl)cn12,-3%,0%
1%,-9%,-3,14%,-17%,1%,3%,CN(C)C(=O)c1nc2ccccc2s1,2%,4%
·,-3%,3,·,13%,-2%,2%,C[C@H](CO)N1C[C@H](C)[C@@H](CN(C)S(=O)(=O)c2ccccc2)Oc2ccc(NC(=O)CCC(F)(F)F)cc2C1=O,·,-1%
-8%,-13%,-4,-14%,23%,2%,-5%,CCO/N=C/c1ccc(OC)c(Oc2nc(OC)cc(OC)n2)c1,-6%,-10%
·,-16%,-5,·,-16%,-1%,-9%,Cc1ccc(NC(=O)CO/N=C(\N)c2ccccc2)cc1C,·,-3%

High-throughput results (PubChem BioAssay)
